HT1080 viability – cytotoxicity in HT1080 fibrosarcoma cells, cell-based, fluorescence readout (AID 620) | hit rate 0.42% among 87,000 | one-dose cytotoxicity, % at 10 µM; EC50 in µM for titrated hits | HT1080 viability, fluorescence; higher % means a stronger effect;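 also: cells exposed to compound overnight then 4 h with Alamar Blue; 0% = vehicle DMSO and 100% = killing control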
HPDE-C7 viability – cytotoxicity in HPDE-C7 cells, cell-based, fluorescence, HTS (AID 430) | HPDE-C7 pancreatic duct cells viability, fluorescence; higher % means a stronger effect | one-dose cytotoxicity, % at 10 µM; EC50 in µM for titrated hits | hit rate 1.8% among 63,000;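 also: cells exposed to compound for 48 hours before viability readout; 0% = vehicle and 100% = reference cytotoxic drug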
PMK inhibit – S. pneumoniae PMK inhibitors, primary screen, biochemical, mevalonate pathway, pilot trial included; phosphomevalonate kinase (Streptococcus pneumoniae D39); purified PMK, PK/LDH-coupled NADH absorbance 340 nm; inhibition, % at 10 µM; hit rate 0.49% among 65,000; AID 539, 2006;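 active = top-ranked compounds by inhibition in the single 10 µM screen, taking a fixed number of the strongest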;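 also: 0% = full reaction with DMSO carrier and 100% = background rate without enzyme reaction; no value below 0 was filed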
LYP phosphatase – LYP phosphatase inhibitors, primary screen, biochemical, DiFMUP fluorescence, recombinant catalytic domain, 10 µM (AID 606) | recombinant LYP catalytic domain, DiFMUP fluorescence; higher % means a stronger effect | one-dose inhibition, % at 10 µM; IC50 in µM for titrated hits | 52,000 tested, under 10 active | Tyrosine-protein phosphatase non-receptor type 22 (Homo sapiens);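 active = IC50 under 40 µM in the dose-response test; inactive = IC50 of 40 µM or more, or never dose-tested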
Alkaline phosphatase – human TNAP enzyme inhibitors, biochemical, luminescent (AID 518). Alkaline phosphatase, tissue-nonspecific isozyme (Homo sapiens). hit rate 0.09% among 64,000. purified TNAP enzyme, luminescent substrate readout; higher % means a stronger effect. inhibition, % at 20 µM; hits with a dose series show IC50 in µM; in the data active = a potency from the dose series; inactive = the rest, 99 in 100 with inhibition below about 22%;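 also: plate controls were vehicle for no effect and reference inhibitor for full effect; many of its hits are not listed in these tables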
Bfl-1 inhibitors – Bfl-1 inhibitors, primary screen, biochemical, fluorescence polarization, FITC-Bid, mouse (AID 432); displacement, % at 20 µM; hits with a dose series show IC50 in µM; Bcl-2-related protein A1 (Mus musculus); FITC-Bid BH3 peptide fluorescence polarization displacement; higher % means a stronger effect; hit rate 0.02% among 64,000; in the data active = a potency from the dose series; inactive = the rest, 99 in 100 with displacement below about 15%; also: strong numbers were not always called active
KRASV12 cytotoxicity – cytotoxicity in KRAS-transformed pancreatic duct cells, primary screen, cell-based, fluorescence, HTS (AID 431); HPDE-C7K KRASV12 cells, Alamar Blue viability, 48 h; higher % means a stronger effect; cytotoxicity, % at 10 µM; hits with a dose series show EC50 in µM; hit rate 1.7% among 63,000;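 active = compounds whose percent cytotoxicity in the single-dose primary screen, scaled between solvent and toxic-drug controls, exceeds 50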;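 also: 0% = DMSO solvent wells and 100% = doxorubicin-treated wells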
MK inhibit – S. pneumoniae MK inhibitors, primary screen, biochemical, PK/LDH-coupled NADH absorbance; mevalonate kinase [Streptococcus pneumoniae D39]; purified MK, PK/LDH-coupled NADH absorbance 340 nm; inhibition, % at 10 µM; hit rate 0.48% among 65,000; AID 555, 2006;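 active = ranked among the strongest by inhibition in the single 10 µM screen, a fixed top-ranked set picked for dose follow-up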; also: no value below 0 was filed
DPM-DC inhibit – S. pneumoniae DPM-DC inhibitors, primary screen, biochemical, PK/LDH-coupled NADH fluorescence | diphosphomevalonate decarboxylase (Streptococcus pneumoniae D39) | purified DPM-DC | calls only at 10 µM | hit rate 0.49% among 65,000 | AID 556, 2006;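 active = the 320 compounds with the highest percent inhibition in the single-dose primary screen, excluding strongly autofluorescent ones, cut at about 32% in these data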;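 also: kinetic rate of NADH fluorescence loss reporting ADP formed by the decarboxylase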
PMK inhibit pilot replicates – also measured in PMK inhibit; calls as there; inhibition, %; measured here: pilot screen replicates
MK inhibit pilot replicates – further read-out of MK inhibit, marked with its call; inhibition, %; measured here: pilot screen replicates
DPM-DC inhibit pilot screen % – second read-out of DPM-DC inhibit, no call of its own (marks repeat the call); inhibition, %; measured here: pilot screen trials
Starred values were filed as active, the others as inactive; i = inactive; . = not tested or not shown. Rule as the data show it, unless noted: active = cytotoxicity above about 50%; inactive = the rest. Compounds as they come. About 3.6% of those tested had a hit in this group.

Start of the listing, in advance, 2 compounds:
SMILES | HT1080 viability | HPDE-C7 viability | PMK inhibit | LYP phosphatase | Alkaline phosphatase | Bfl-1 inhibitors | KRASV12 cytotoxicity | MK inhibit | DPM-DC inhibit | others
Cc1cc2c(c(=O)o1)C1(C(=O)N(CC(=O)O)c3ccccc31)C(C#N)=C(N)O2 (stereo unspecified) | 5.5% | -11.4% | 13.0 | 8.9% | 10.0% | 17.3% | -17.3% | 0.0 | i
Cc1ccc(N(CC(=O)O)S(=O)(=O)c2cccc3nonc23)cc1 | 19.9% | -15.5% | 17.0 | -0.1% | 9.2% | -2.8% | -4.2% | 7.0 | i

Results, previewed entries included:
SMILES | HT1080 viability | HPDE-C7 viability | PMK inhibit | LYP phosphatase | Alkaline phosphatase | Bfl-1 inhibitors | KRASV12 cytotoxicity | MK inhibit | DPM-DC inhibit | others
Cc1cc2c(c(=O)o1)C1(C(=O)N(CC(=O)O)c3ccccc31)C(C#N)=C(N)O2 (stereo unspecified) | 5.5% | -11.4% | 13.0 | 8.9% | 10.0% | 17.3% | -17.3% | 0.0 | i
Cc1ccc(N(CC(=O)O)S(=O)(=O)c2cccc3nonc23)cc1 | 19.9% | -15.5% | 17.0 | -0.1% | 9.2% | -2.8% | -4.2% | 7.0 | i
CCn1c(C(C)NC(=O)c2cccs2)nc2ccccc21 (stereo unspecified) | 3.5% | 6.1% | 11.0 | 5.3% | 9.1% | -10.9% | 11.0% | 0.0 | i
CCOC(=O)c1sc(=S)n(-c2ccc(F)c(F)c2)c1N | -3.3% | -9.8% | 5.0 | 3.2% | 6.5% | -6.1% | -1.7% | 5.0 | i
CCOC(=O)C1CCN(C(C)=C2C(=O)c3ccccc3C2=O)CC1 | -0.8% | 7.7% | 1.0 | 20.4% | 18.7% | -5.3% | 6.6% | 0.0 | i | PMK inhibit pilot replicates=6.0;MK inhibit pilot replicates=0.0;DPM-DC inhibit pilot screen %=5.5
CCC(C)N(C(=O)COC(=O)Cc1n[nH]c(=O)c2ccccc12)C1CCS(=O)(=O)C1 (stereo unspecified) | -3.5% | -18.5% | 8.0 | . | 0.4% | 0.5% | -29.5% | 4.0 | i
C#CCN1C(=O)C(O)(CC(=O)c2cccc(OC)c2)c2ccccc21 (stereo unspecified) | -19.6% | -46.4% | 11.0 | -9.4% | 13.3% | -2.7% | -27.3% | 6.0 | i | PMK inhibit pilot replicates=5.0;MK inhibit pilot replicates=0.0;DPM-DC inhibit pilot screen %=3.5
CCOC(=O)C1=C(CSc2nccn2C)NC(=O)NC1c1ccc2c(c1)OCO2 (stereo unspecified) | 7.9% | 5.2% | 3.0 | -3.6% | 6.7% | -3.6% | 6.3% | 5.0 | i
CCOC(=O)c1ccc(S(=O)(=O)N2CCN(S(=O)(=O)CC)CC2)cc1 | 1.7% | -5.6% | 0.0 | . | 5.9% | 11.0% | -13.5% | 8.0 | i
Cc1ccc(NCc2nnc(SCC(=O)Nc3ncc(C)s3)n2CC2CCCO2)c(C)c1 (stereo unspecified) | -1.5% | 2.1% | 1.0 | . | 6.7% | -0.3% | 5.3% | 8.0 | i
COc1ccccc1NS(=O)(=O)c1ccc(NC(=O)c2nc3ncccn3n2)cc1 | -3.2% | -15.3% | 10.0 | -7.8% | 7.0% | -0.3% | -0.3% | 7.0 | i | PMK inhibit pilot replicates=5.0;MK inhibit pilot replicates=4.0;DPM-DC inhibit pilot screen %=0.0
Nc1cccc(C(=O)O)c1 | 0.9% | -3.6% | 0.0 | 11.0% | 9.9% | -5.7% | -7.2% | 8.0 | i | PMK inhibit pilot replicates=1.5;MK inhibit pilot replicates=0.0;DPM-DC inhibit pilot screen %=3.0
Cn1c(=O)c(=O)n(C)c2cc(S(=O)(=O)CCC(=O)N3CCOCC3)ccc21 | 29.4% | -11.4% | 14.0 | -0.7% | 13.1% | 0.5% | -5.6% | 11.0 | i | PMK inhibit pilot replicates=1.5;MK inhibit pilot replicates=2.0;DPM-DC inhibit pilot screen %=0.5
O=C1CC(NCc2ccccc2F)C(=O)N1c1ccccc1 (stereo unspecified) | 4.9% | -12.5% | 13.0 | . | 5.1% | 0.3% | -32.8% | 14.0 | i
Cc1nc2nc(-c3ccccc3)cn2nc1C | -1.9% | -18.7% | 0.0 | -5.1% | 3.4% | -6.3% | 0.8% | 8.0 | .
N#CC1=C(N)OC2=C(C(=O)CCC2)[C@]12C(=O)N(CC(N)=O)c1ccccc12 | -3.2% | 1.6% | 10.0 | 18.9% | 8.7% | 4.4% | -4.1% | 1.0 | i
NC(=O)C1CCCN(C(=O)Nc2cccc3ccccc23)C1 (stereo unspecified) | -2.0% | -5.2% | 0.0 | 8.7% | -0.3% | -4.3% | -21.7% | 4.0 | i
O=C(CCSc1nc2cc(Cl)ccc2o1)N1CCOCC1 | 4.5% | -9.0% | 12.0 | 4.0% | -10.4% | -11.2% | -22.2% | 7.0 | i
CCn1c(C)nc2cc(S(=O)(=O)C(F)(F)C(F)C(F)(F)F)ccc21 (stereo unspecified) | 11.8% | . | 10.0 | . | 6.1% | -2.1% | . | 3.0 | i
Cc1nc(Nc2ccc(F)cc2)[nH]c(=O)c1CCC(C)C | -1.4% | 62.1%* | 4.0 | -3.6% | 19.5% | 2.1% | 66.2%* | 6.0 | i
Cc1ccccc1-n1nc2c(c1NC(=O)c1cc3ccccc3oc1=O)CS(=O)C2 (stereo unspecified) | -2.8% | -8.6% | 14.0 | 4.6% | 8.3% | -0.3% | -13.6% | 0.0 | i
Cc1csc(NC(=O)c2c(O)c3c(n(CC(C)C)c2=O)CCCC3)n1 | 6.0% | -30.1% | 8.0 | 7.2% | 17.8% | -1.0% | -35.5% | 12.0 | i
Cc1ccc(OCC(O)CN2CCN(CC(O)COc3ccc(C)cc3Cl)CC2)c(Cl)c1 (stereo unspecified) | 2.2% | 10.3% | 3.0 | 3.4% | 5.8% | -2.7% | 21.7% | 5.0 | i
Cc1csc(NC(=O)CSc2nnc(-c3cccs3)n2C)n1 | -0.4% | -5.1% | 20.0 | -2.1% | 10.4% | -4.4% | -2.6% | 1.0 | i
COc1ccc(C2C(=O)c3ccccc3C2=O)c(OC)c1 | -1.4% | 2.0% | 7.0 | 3.2% | 9.4% | 4.4% | -2.0% | 0.0 | i
CC(C)C(NC(=O)c1cccs1)C(=O)NC1=NCCS1 (stereo unspecified) | -7.0% | -7.3% | 7.0 | . | 11.9% | -0.4% | -2.3% | 9.0 | i
CCCCc1cc(=O)oc2cc(C)cc(OCC(=O)O)c12 | -0.6% | 3.1% | 4.0 | -4.8% | 10.1% | -6.0% | -1.2% | 8.0 | .
COc1cc(S(=O)(=O)N2CCN=C2c2ccccc2)ccc1F | 16.5% | 39.4% | 1.0 | 10.6% | 7.6% | -4.7% | 27.3% | 4.0 | i
COc1ccc(CN(C(C)=O)c2cccc(C)c2C)cc1 | . | 47.5% | 4.0 | 13.9% | 11.5% | -10.0% | 48.7% | 8.0 | i
CC1CCN(c2oc(-c3cccc4ccccc34)nc2C#N)CC1 | -12.1% | -42.1% | 10.0 | 10.8% | 0.9% | 19.7% | -14.9% | 9.0 | . | PMK inhibit pilot replicates=0.0;MK inhibit pilot replicates=0.0
CN(C)c1ccc(-c2nnn(Cc3ccccc3Br)n2)cc1 | -9.1% | -9.6% | 11.0 | 1.3% | 17.9% | -6.4% | -1.8% | 8.0 | i
Cc1nc2c([nH]c3ccc(Br)cc32)s1 | -2.2% | . | 12.0 | . | 11.6% | 5.1% | . | 12.0 | i
COc1ccc(-n2c(C)nc3c(cnn3-c3ccc(C)c(C)c3)c2=O)cc1 | -2.5% | -4.3% | 8.0 | 4.6% | 2.6% | 2.8% | -1.0% | 0.0 | i
c1ccc2[nH]c(SCCN3CCOCC3)nc2c1 | 14.2% | -16.9% | 5.0 | -9.2% | 5.0% | 1.0% | -12.1% | 9.0 | i
CN(C)C(=O)CSc1nnc(CCCCCNC(=O)OC(C)(C)C)o1 | 8.3% | -20.8% | 8.0 | . | 9.8% | -9.0% | 0.7% | 9.0 | i
COc1ccc(S(=O)(=O)Nc2ccc(F)c(Cl)c2)cc1OC | 0.5% | 12.4% | 10.0 | -2.4% | 13.0% | -11.0% | 18.4% | 3.0 | i | PMK inhibit pilot replicates=3.0;MK inhibit pilot replicates=2.5;DPM-DC inhibit pilot screen %=0.0
COC(=O)[C@H](CCSC)NC(=O)NCCC1=CCCCC1 | -19.4% | 1.2% | 7.0 | . | 6.3% | -2.0% | 4.5% | 8.0 | i
CCN1CCN(C(C(=O)NC2CCCC2)c2ccc(Cl)cc2)CC1 (stereo unspecified) | -0.1% | 9.1% | 2.0 | 3.9% | 4.4% | -0.9% | 1.2% | 4.0 | i
Cc1cc(C)c(C)c(OCC(=O)NCC2CCCO2)c1 (stereo unspecified) | -0.1% | 4.3% | 5.0 | 8.8% | 11.1% | 9.4% | -0.1% | 9.0 | i | PMK inhibit pilot replicates=0.0;MK inhibit pilot replicates=0.0;DPM-DC inhibit pilot screen %=0.0
O=C(NC(=O)c1cccc(OC(F)(F)C(F)F)c1)OC1CCS(=O)(=O)C1 (stereo unspecified) | 0.1% | 1.9% | 14.0 | . | 3.5% | -2.5% | -7.9% | 2.0 | i
CN=CC1=C(O)c2ccccc2C1=O | -1.3% | 8.9% | 10.0 | 5.8% | 3.5% | -0.8% | -1.7% | 0.0 | i
COc1ccc(/C(O)=C2/C(=O)C(=O)N(CCCC(=O)O)C2c2ccc(OC)cc2)cc1 (stereo unspecified) | -18.5% | 7.1% | 11.0 | 0.1% | 2.1% | 3.7% | 2.4% | 2.0 | i
COc1c(F)c(F)c(C(=O)Nc2ccccc2N2CCN(C(=O)C(C)C)CC2)c(F)c1F | -5.8% | 3.9% | 12.0 | -6.8% | 1.3% | 1.6% | 9.4% | 7.0 | i
O=C(C1=C(O)C(=O)N(Cc2ccccc2)C1c1cccnc1)c1ccco1 (stereo unspecified) | -1.6% | -12.8% | 23.0 | 12.6% | 0.0% | -1.2% | -10.6% | 0.0 | i
Fc1ccccc1CSc1nnc(-c2ccccc2)o1 | -8.4% | -1.6% | 5.0 | -5.6% | 5.0% | -2.1% | -1.7% | 6.0 | i
CCOC(=O)C(CC)Sc1nc(N)c(NC(=O)c2ccc(OC)c(OC)c2)c(=O)[nH]1 (stereo unspecified) | 3.0% | 1.5% | 8.0 | 15.3% | 7.0% | -1.5% | 7.0% | 4.0 | i
O=C1c2cccnc2C(O)N1Cc1ccc(F)cc1 (stereo unspecified) | 5.7% | 4.6% | 16.0 | -0.8% | -0.7% | -6.2% | 1.3% | 3.0 | i | PMK inhibit pilot replicates=0.0;MK inhibit pilot replicates=0.0;DPM-DC inhibit pilot screen %=0.0

Screening results deposited in PubChem by several laboratories.
